OX1R FRET antag: antagonists of human orexin 1 receptor (OX1R). Orexin/Hypocretin receptor type 1 (Homo sapiens), O43613. OX1R-expressing cells, FRET antagonist read-out. inhibition, % at 6.6 µM. 330,000 tested, 1.8% active. AID 485270, 2010; in the data active = inhibition mostly above about 38%, no sharp cut-off; inactive = mostly below about 40%;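 note: 0% = agonist challenge alone and 100% = reference antagonist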
Target sequence (O43613 whole entry, looked up): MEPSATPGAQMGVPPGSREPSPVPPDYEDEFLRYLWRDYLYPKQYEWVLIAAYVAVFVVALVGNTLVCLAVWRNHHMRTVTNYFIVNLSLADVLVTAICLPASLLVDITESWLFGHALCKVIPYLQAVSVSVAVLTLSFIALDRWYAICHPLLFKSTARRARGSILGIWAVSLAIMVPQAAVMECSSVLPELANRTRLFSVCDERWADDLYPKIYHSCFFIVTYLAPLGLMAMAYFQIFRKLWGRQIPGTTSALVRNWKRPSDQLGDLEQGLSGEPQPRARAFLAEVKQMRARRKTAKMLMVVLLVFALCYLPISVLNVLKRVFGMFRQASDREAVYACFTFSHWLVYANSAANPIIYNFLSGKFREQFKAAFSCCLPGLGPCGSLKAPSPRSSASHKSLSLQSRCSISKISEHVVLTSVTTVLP
STK33 inh: inhibitors of purified STK33 kinase, primary screen, biochemical, ADP-Glo luminescence, homogeneous, cell-free. Serine/threonine-protein kinase 33 (Homo sapiens), Q9BYT3. MBP phosphorylation. inhibition, % at 10 µM. 320,000 tested, 0.073% active. AID 2661, 2010;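 active = inhibition at or above 25%, using the most active replicate where run in duplicate; inactive = inhibition below 25%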
Target sequence (Q9BYT3 whole entry, looked up): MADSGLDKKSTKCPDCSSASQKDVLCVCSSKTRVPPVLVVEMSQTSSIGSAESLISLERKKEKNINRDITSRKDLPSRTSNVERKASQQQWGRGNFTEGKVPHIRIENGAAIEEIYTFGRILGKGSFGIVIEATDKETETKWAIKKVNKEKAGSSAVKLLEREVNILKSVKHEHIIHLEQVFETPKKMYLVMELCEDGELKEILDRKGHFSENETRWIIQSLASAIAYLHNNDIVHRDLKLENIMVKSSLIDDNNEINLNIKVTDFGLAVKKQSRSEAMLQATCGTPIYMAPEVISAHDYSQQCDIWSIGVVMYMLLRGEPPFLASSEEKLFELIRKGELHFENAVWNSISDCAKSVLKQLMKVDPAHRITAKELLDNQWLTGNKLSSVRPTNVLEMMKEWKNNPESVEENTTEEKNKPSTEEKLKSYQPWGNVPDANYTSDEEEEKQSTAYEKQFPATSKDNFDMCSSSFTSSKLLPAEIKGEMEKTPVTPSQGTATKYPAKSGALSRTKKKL
* = called active by the depositor; · = not tested or not shown.

SMILES	OX1R FRET antag	STK33 inh
O=C(NCc1cccnc1)Nc1ccc(Cl)c(Cl)c1	11	-4.0
COC(=O)c1cc(C#N)c(Oc2ccccc2OC)nc1C	25	-0.5
Cc1cccc2cc(CN(CCCO)C(=O)Nc3cccc(Cl)c3)c(=O)[nH]c12	19	-1.7
CC1CCCN(CCCNC(=O)c2ccc(CS(=O)(=O)Cc3cccc(Cl)c3)o2)C1 (stereo not drawn)	3	-0.3
O=C(Nc1ccccc1C(=O)OCC(=O)c1c[nH]c2ccccc12)c1ccco1	50*	0.3
COc1ccc(NC(=O)C(=O)NCCN2CCN(C(=O)c3ccc(C)cc3)CC2)cc1	16	-0.4
Cn1c(SCc2ccccc2C#N)nnc1-c1ccncc1	-2	0.3
Cn1/c(=N\NC(=O)C2CCCCC2)sc2ccccc21	10	-1.4
COc1ccc(NC(=O)Cn2c(CCC(=O)O)ccc2-c2ccccc2)cc1	11	-1.7
COC(=O)COc1cccc(NC(=O)C(c2ccccc2)c2ccccc2)c1	9	0.1
CC(C)(C)[C@H]1C=C(C(=O)N2CCN(Cc3ccccc3)CC2)O[C@@H](OCc2ccc(CO)cc2)C1	37	-1.4
Cc1cc(C(=O)NN)c2cc(Br)ccc2n1	8	-1.3
CC(/C=N/NC(=O)c1sc(N)nc1C)=C\c1ccccc1	26	0.2
CC(NC(=O)/C(=C\c1cccc([N+](=O)[O-])c1)NC(=O)c1ccco1)C(=O)O (stereo not drawn)	27	0.1
O=C(OC(C(=O)NCC1CCCO1)c1ccccn1)c1cccs1 (stereo not drawn)	19	0.3
CCOC(=O)c1oc2ccccc2c1CN1CCN(c2ccccc2)CC1	16	-1.5
COc1ccc2c(c1)c(CC(=O)Nc1ccccc1OC)c(C)n2C(=O)c1ccc(Cl)cc1	15	0.9
O=C(NCc1cccs1)c1cccc(S(=O)(=O)N2CCCCC2)c1	8	-0.7
CCN1CCN(c2c(Cl)cccc2NC(=O)c2ccc3c(c2)OCCO3)CC1	6	0.0
O=C1OC(Nc2ncccn2)c2ccccc21 (stereo not drawn)	6	0.2

Reformatted as a markdown table: 14 of the compounds above
| Compound | OX1R FRET antag | STK33 inh |
| --- | --- | --- |
| Cn1c(SCc2ccccc2C#N)nnc1-c1ccncc1 | -2 | 0.3 |
| Cn1/c(=N\NC(=O)C2CCCCC2)sc2ccccc21 | 10 | -1.4 |
| COc1ccc(NC(=O)Cn2c(CCC(=O)O)ccc2-c2ccccc2)cc1 | 11 | -1.7 |
| COC(=O)COc1cccc(NC(=O)C(c2ccccc2)c2ccccc2)c1 | 9 | 0.1 |
| CC(C)(C)[C@H]1C=C(C(=O)N2CCN(Cc3ccccc3)CC2)O[C@@H](OCc2ccc(CO)cc2)C1 | 37 | -1.4 |
| Cc1cc(C(=O)NN)c2cc(Br)ccc2n1 | 8 | -1.3 |
| CC(/C=N/NC(=O)c1sc(N)nc1C)=C\c1ccccc1 | 26 | 0.2 |
| CC(NC(=O)/C(=C\c1cccc([N+](=O)[O-])c1)NC(=O)c1ccco1)C(=O)O (stereo not drawn) | 27 | 0.1 |
| O=C(OC(C(=O)NCC1CCCO1)c1ccccn1)c1cccs1 (stereo not drawn) | 19 | 0.3 |
| CCOC(=O)c1oc2ccccc2c1CN1CCN(c2ccccc2)CC1 | 16 | -1.5 |
| COc1ccc2c(c1)c(CC(=O)Nc1ccccc1OC)c(C)n2C(=O)c1ccc(Cl)cc1 | 15 | 0.9 |
| O=C(NCc1cccs1)c1cccc(S(=O)(=O)N2CCCCC2)c1 | 8 | -0.7 |
| CCN1CCN(c2c(Cl)cccc2NC(=O)c2ccc3c(c2)OCCO3)CC1 | 6 | 0.0 |
| O=C1OC(Nc2ncccn2)c2ccccc21 (stereo not drawn) | 6 | 0.2 |

(cont.)
SMILES	OX1R FRET antag	STK33 inh
CCOC(=O)c1cnn(-c2ncnc3sc(C)c(C)c23)c1N	1	-0.4
CC(=O)NC(C(=O)c1ccccc1)C(=O)c1ccccc1	9	-2.6
O=C1C(NS(=O)(=O)c2cccs2)=C(N2CCOCC2)C(=O)c2ccccc21	86*	-1.9
CCOC(=O)CC(NC(=O)Cn1nnc(-c2ccccc2)n1)c1ccc(OC)cc1 (stereo not drawn)	34	-2.6
O=C(COC(=O)c1cc(=O)[nH]c2ccccc12)NCc1ccccc1Cl	0	-0.3
CN(c1ccccc1)S(=O)(=O)c1cccc(C(=O)Nc2ccc3c(c2)CCC3)c1	22	-2.0
CCOC(=O)c1ccc(NC(=O)N2CCN(Cc3cccc(F)c3)CC2)cc1	3	0.2
O=C(NC1CCN(Cc2ccccc2)CC1)C1CCN(S(=O)(=O)c2cccc([N+](=O)[O-])c2)CC1	12	-0.5
CCOc1ccccc1N(CC(=O)NC1CCCC1)C(=O)CNC(=O)c1cccs1	41	-0.9
CCC(C)NC(=O)Cn1cc2c(n1)CCC(C)C2 (stereo not drawn)	11	-2.1
Cc1ccc(S(=O)(=O)NCC2CCC(C(=O)NCCCN3CCCC3=O)CC2)cc1 (stereo not drawn)	-1	-0.3
CCC/C(O)=C1\C(=O)CC(C)(C)CC1=Nc1ccc(OC)cc1OC	25	0.4
O=C(Cn1c2ccccc2c(=O)c2ccccc21)N/N=C/c1ccc(N2CCCC2)c([N+](=O)[O-])c1	14	-1.6
CC(=O)c1cccc(NC(=O)CN2C(=O)NC3(CCCCCCC3)C2=O)c1	-4	0.0
NS(=O)(=O)c1ccc(N/N=C/c2ccc3c(c2)OCO3)c([N+](=O)[O-])c1	1	-0.6
CC(NC(=O)C1CC2CCCC(C1)C2=O)c1ccccc1 (stereo not drawn)	22	0.6
CC1CCN(CCCNC(=O)c2cc3sccc3n2C)CC1	8	-0.8
CCCCCC/C(C)=C1/SC(=S)NC1=O	45*	-0.8
Cc1ccc(S(=O)(=O)N2CCCCC2)cc1NC(=O)CSc1nnc(C2CC2)n1N	5	1.7
COc1ccc(NS(=O)(=O)c2ccc(Cl)c(NC(=O)c3ccccc3F)c2)cc1	49*	5.6
CC(Oc1ccc(C(=O)NCCc2ccccc2)cc1)C(=O)O (stereo not drawn)	3	-2.8
COc1ccc(C)cc1NC(=O)CCC(=O)Nc1ccc2nc(N3CCN(C)CC3)cc(C)c2c1	12	-0.2
Cc1ccnc(NC(=O)CCC(=O)N(CC(=O)NCc2ccccc2)Cc2ccco2)c1	20	0.8
O=C(COC(=O)c1cc(S(=O)(=O)N2CCOCC2)ccc1O)NCC1CCCO1 (stereo not drawn)	16	1.0
CSc1cccc(NS(=O)(=O)c2cccc3nsnc23)c1	22	-0.3
Cc1c(C(=O)NN)nn(-c2ccc(Cl)cc2)c(=O)c1C#N	32	-1.3
COC(=O)c1cc(S(=O)(=O)NCCc2ccc(Cl)cc2)c[nH]1	7	-2.4
CCc1cccc(C)c1NC(=O)c1ccoc1C	8	1.3
CC1CCCN(S(=O)(=O)c2cccc([N+](=O)[O-])c2)C1 (stereo not drawn)	18	-1.6
CC(C)CC(NC(=O)C(Cc1ccc(OCc2ccccc2)cc1)NC(=O)OC(C)(C)C)C(N)=O (stereo not drawn)	16	0.2
O=C(CSc1ccccc1)Nc1ccc(N2CCOCC2)cc1	16	-0.2
CCN(CC(=O)Nc1ccc(NC(C)=O)cc1)C(=O)/C=C/c1cn(-c2ccccc2)nc1-c1ccc(F)cc1	7	-2.5
Cc1c(NS(=O)(=O)c2cc(C(=O)OCC(=O)N3CCC(C)CC3)ccc2Cl)c(=O)n(-c2ccccc2)n1C	5	-1.0
Cc1c(C)c2ccc(OCC(=O)Nc3ccccc3C(N)=O)cc2oc1=O	9	-0.7
O=C(Nc1ccc(C(=O)N2CCOCC2)cc1)Nc1cccc(C(F)(F)F)c1	3	3.7
COc1ccc(CNC(=O)COc2ccc(S(=O)(=O)N3CCCCC3)cc2)cc1	19	0.2
Cc1ccc(NC(c2ccccc2)c2nc3ccccc3[nH]c2=O)cc1 (stereo not drawn)	12	-0.2
CCOc1ccccc1N(CC(=O)Nc1ccc(S(=O)(=O)N2CCOCC2)cc1)S(C)(=O)=O	25	-3.3
COc1ccc(C2C=C(c3ccccc3)Nc3nc(CCCO)nn32)cc1 (stereo not drawn)	24	-0.8
COc1ccc(NC(=O)c2ccc(F)c(F)c2)c2ccccc12	27	-1.5
COc1ccc([N+](=O)[O-])cc1NC(=O)COC(C)=O	55	0.6
COc1ccc(C(=O)/C(=C/N(C)C)S(=O)(=O)c2ccccc2)cc1	12	-1.0
C=CCN1C(=NC(=O)CC)SC2CS(=O)(=O)CC21 (stereo not drawn)	6	-1.0
O=S(=O)(Nc1ccccc1N1CCCCC1)c1ccc(F)cc1F	14	0.6
CC(=O)N1N=C(c2ccc(C)cc2)OC1c1ccc(C)cc1 (stereo not drawn)	13	-1.6
Cc1ccc(C(=O)Nc2cccc(C(=O)NC3CCCCC3)c2)cc1	2	0.9
C=CCNC(=O)COC(=O)C1CCN(S(=O)(=O)c2ccc3c(c2)OCCO3)CC1	9	-2.2
Nc1cc(-c2ccc(Br)cc2)[nH]n1	4	0.0
COc1ccc(CCNC(=O)c2ccc(-c3ccc([N+](=O)[O-])cc3Cl)o2)cc1	17	-1.6
Cc1oc(-c2cccc(Cl)c2)nc1CSCC(=O)O	15	-0.1
COc1ccc(NC(=O)c2nc3ccccc3s2)cc1	43	-2.2
NC(=O)c1ccc(SCC(=O)OCC(=O)N2CCN(C(=O)c3ccco3)CC2)c([N+](=O)[O-])c1	58*	0.6
Cc1ccc(NC(=O)CN2CCN(Cc3ccccc3)CC2)c(Br)c1	27	1.2
CS(=O)(=O)c1ccc2nc(NC(=O)CC3CCCC3)sc2c1	14	2.3
Cc1ccc(C(=O)CCC(=O)N(C)CC(=O)Nc2ccccc2Br)cc1	-5	-1.4
CC(=O)Nc1ccc(S(=O)(=O)N(C)CC(=O)N2CCN(C(=O)c3ccco3)CC2)cc1	11	-2.1
O=C(NC(c1ccccc1)c1ccccc1)c1ccc(S(=O)(=O)C(F)F)cc1	0	-1.6
Cc1[nH]c2ccccc2c1N=Nc1ccc(F)cc1	18	-0.8
CCCOP(=O)(OCCC)C(Nc1cccc(C(F)(F)F)c1)c1ccc(C)cc1 (stereo not drawn)	11	-0.7
COc1ccccc1CNC(=O)C(=O)NCC1CCCN1S(=O)(=O)c1cccs1 (stereo not drawn)	4	-1.0

Full records, looked up by structure. Order of values: OX1R FRET antag, STK33 inh
Results for Cc1oc(-c2cccc(Cl)c2)nc1CSCC(=O)O = 15, -0.1
Results for Cc1ccc(C(=O)Nc2cccc(C(=O)NC3CCCCC3)c2)cc1 = 2, 0.9

Continued.
SMILES	OX1R FRET antag	STK33 inh
COc1cccc(-n2nnnc2SCC(=O)NCc2ccc3c(c2)OCO3)c1	6	3.9
COc1ccc(-c2nc3ccccc3c(=O)n2-c2c(C)n(C)n(-c3ccccc3)c2=O)cc1	8	0.1
CC(=O)c1ccc(NC(=O)CCOc2cc(C)ccc2C)cc1	17	-22
Cc1ccccc1C(=O)NC(=S)Nc1ccc(N2CCN(C(=O)c3ccccc3)CC2)cc1	47	-2.4
CCCCCCc1ccc(OC(=O)c2ccncc2)cc1	3	0.0
c1ccc(-c2nnc(-c3ccncc3)o2)cc1	0	0.4
Nc1ccc(-c2nc3c(Cl)c(N)ccc3[nH]2)cc1	39	0.5
Cc1ccc(-n2c(SCC(N)=O)nc3c(c2=O)C2(CCCC2)Cc2ccccc2-3)cc1	16	·
CCn1cc(/C=C/C(=O)Nc2c(C)nn(Cc3ccccc3C)c2C)cn1	23	0.1
[O-]/[N+](=C\c1ccccc1)c1ccc(Br)cc1	-2	1.8
COc1cc(C2C3=C(CCCC3=O)Nc3ccc4ncccc4c32)ccc1O (stereo not drawn)	5	-0.1
Nc1nc2ccccc2n1/N=C/c1ccc2c(c1)OCO2	20	0.9
O=C(COc1ccccc1)N/N=C/c1ccc([N+](=O)[O-])o1	53	·
COc1ccccc1CNC(=O)C1CCC(=O)N(CCCc2ccccc2)C1 (stereo not drawn)	-1	-1.2
CCOC(=O)CC(=O)CSc1nc2ccc(OC)cc2cc1C	18	0.0
COC(=O)C1CC(c2ccc(Cl)cc2)=NO1 (stereo not drawn)	7	-0.7
O=C(N/N=C/c1ccc(OC(=O)c2ccc(Br)cc2)cc1)c1ccncc1	19	-0.9
O=C(c1cccc(NS(=O)(=O)c2ccccc2)c1)N1CCCCC1	20	-1.3
Cc1ccc(C(=O)N2CCN(c3ccc(N4CCOCC4)nn3)CC2)cc1C	13	0.1
COc1ccc(/C=C(\NC(=O)c2ccccc2)C(=O)NCC2CCCO2)cc1 (stereo not drawn)	15	-1.1
COc1ccc2c(C)c(CCC(=O)NC3CC3)c(=O)oc2c1	11	-0.3
O=C(COn1nnc2ccc(S(=O)(=O)N3CCOCC3)cc21)NCCc1ccccc1	9	-1.6
CC1(C)O[C@@H](CC(=O)O)[C@]23CO[C@H](C(=O)[C@]4(C)C2CC[C@@]2(C)[C@H](c5ccoc5)OC(=O)C5O[C@]524)[C@@H]13 (stereo partly drawn)	5	-0.8
c1ccc(Oc2ccc(-n3cnnn3)cc2)cc1	11	0.1
Clc1cc2c(c(CSc3nc4ccccc4n4cccc34)c1)OCOC2	-2	-0.6
O=C(CNC(=O)c1cc2c(s1)CCC2)Nc1ccccc1Br	6	-0.2
Cc1c(-n2c(SCC(=O)C(C)(C)C)nc3ccccc3c2=O)c(=O)n(-c2ccccc2)n1C	3	-2.2
O=C(CSc1ncnc2nc[nH]c12)c1ccccc1	11	0.1
Cc1cccc(NC(=O)C2(C)CC3c4ccccc4C2c2ccccc23)c1C (stereo not drawn)	28	-2.3
CC1=C(C(=O)Nc2ccc(F)cc2)C(c2ccc(C)o2)C2=C(CC(C)(C)CC2=O)N1 (stereo not drawn)	32	-1.6
Cc1cccc(C(=O)OCC(=O)Nc2ccc3c(c2)OCCO3)c1	-1	-1.4
CCOC(=O)c1ccc(N/C=C/C(=O)c2ccc(OC)c(OC)c2)cc1	10	-0.7
O=C(NC1CC1)c1ccc(CS(=O)(=O)c2c(Cl)cccc2Cl)o1	5	-0.8
COc1ccc(NC(=O)CN2CCN(c3c(C)cccc3C)CC2)cc1	13	-1.2
COC(=O)c1cc(Br)ccc1N(Cc1cc(OC)cc(OC)c1)S(C)(=O)=O	8	0.0
